# Rac1 act GTP bind: modulators of GTP binding to human Rac1 activated mutant; GST-Rac1 activated beads, fluorescent GTP binding, flow cytometry; actives lie on both sides; 100% means binding = to untreated wells; percent activity (GTP binding), % at 10 µM; hit rate 0.11% among 190,000;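 active = GTP binding at least 20 percentage points away from the 100% baseline, in either direction, so actives lie on both sides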
# Rab2A wt mod: changes GTP binding to wildtype dog Rab2A, up or down | GST-Rab2 wt beads, Bodipy-GTP binding, flow cytometry | GTP binding activity, % at 10 µM | hit rate 0.19% among 190,000 | AID 760 | P61105;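 active = GTP binding activity at least 20 points away from 100%, either lowered or raised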;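 note: 0% = beads with excess unlabeled GTP and 100% = no-compound control corrected for plate trend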
# GSH bead fluor: compound fluoresces at 488/530 nm on GSH beads; GSH beads flow cytometry, compound fluorescence 488/530 nm; active compounds read high; fluorescence (KMESF) at 10 µM; hit rate 0.25% among 190,000; AID 1776; in the data active = fluorescence above about 89;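 note: glutathione beads carrying GST-tagged Bcl family fusion proteins plus one bare bead set; values are compound well signal with DMSO vehicle wells as background; inactives centre near 16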
# Avidin bead fluor: avidin bead compound fluorescence profile. Avidin beads, compound fluorescence 488/530 nm, flow cytometry; active compounds read high. fluorescence (KMESF) at 10 µM. hit rate 0.38% among 220,000. AID 1775; in the data active = fluorescence above about 47; note: inactives centre near 10
# Pf gamet viab: P. falciparum stage V gametocyte viability inhibition. P. falciparum stage V gametocytes, ATP luminescence, 24 h. inhibition, % at 10.9 µM. hit rate 0.065% among 150,000. AID 743093;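 active = inhibition above the mean plus 3 SD of compounds within the control limits, set per campaign, cut at about 38% in these data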;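 note: 0% = DMSO wells and 100% = medium only without gametocytes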
# Rac1 wt modul: human Rac1 wildtype GTP binding, inhibitors and activators; GST-Rac1 beads, fluorescent GTP binding, flow cytometry; actives lie on both sides; 0 = cold GTP competed, 100 = untreated; hit rate 0.27% among 190,000; P63000; AID 757; GTP binding activity (% of control), % at 10 µM;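 active = GTP binding activity at least 20 points away from the 100% control level, either lower or higher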
# Rab7 wt GTP bind: alters GTP binding to wildtype dog Rab7; hit rate 0.055% among 190,000; AID 758; GTP binding activity (percent of control), % at 10 µM; GST-Rab7 beads, fluorescent GTP binding, flow cytometry; actives lie on both sides; untreated = 100%, excess cold GTP = 0%;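 active = fluorescent GTP binding to Rab7 beads changed by at least 20 points from the 100% baseline, either direction, mostly lower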;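 note: median green fluorescence of bound Bodipy-FL-GTP per Rab7 bead population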
# HRas wt GTP: modulators of GTP binding to human HRas wildtype; GTP binding activity, % at 10 µM; hit rate 0.14% among 190,000; GST-Ras wt beads, Bodipy-FL-GTP binding, flow cytometry; actives lie on both sides; P01112;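 active = GTP binding activity at least 20% away from the 100% baseline, either lowered as inhibitor or raised as activator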;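 note: 0% = unlabeled GTP competition control and 100% = no-compound control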
# Cdc42 wt: modulators (inhibitors or activators) of GTP binding to human Cdc42 wildtype; percent activity (GTP binding), % at 10 µM; GST-Cdc42 beads, Bodipy-GTP binding, flow cytometry; actives lie on both sides; P60953; hit rate 0.2% among 190,000; AID 761;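 active = percent activity GTP binding at least 20 points away from the 100% baseline, either down as inhibitor or up as activator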;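 note: median bead fluorescence of bound Bodipy-FL-GTP at 100 nM; 0% = excess unlabeled GTP control and 100% = no compound control; below 100% means less GTP binding so inhibitor and above means activator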
# ABCG2 block: blocks JC-1 efflux by human ABCG2 transporter; IgMXP3 cells, flow cytometry; AID 1325; Q9UNQ0; inhibition, % at 6.6 µM; hit rate 0.1% among 190,000;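 active = inhibition above 80%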;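 note: 0% = DMSO and 100% = nicardipine control wells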
#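 Test system: ABCG2 IgMXP3 and barcoded ABCB1 CCRF-Adr cell mix; Schedule: cells with compound and JC-1, 10 min at 25 °C, rotating, no wash; Technique: flow cytometry of retained JC-1 fluorescence; Measure: % inhibition of efflux relative to nicardipine and DMSO; Controls: nicardipine high and DMSO low controls.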
# ABCB1 block: blocks JC-1 efflux by human ABCB1 transporter; P08183; CCRF-Adr cells, flow cytometry; inhibition, % at 6.6 µM; hit rate 0.067% among 190,000; in the data active = inhibition above about 40%;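 note: 0% = vehicle and 100% = reference inhibitor; higher value means more JC-1 retained so stronger ABCB1 efflux block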
# The depositor's hits bear a star; . = no result given. The order is random; overall some 1.1% were active at least once.
SMILES,Rac1 act GTP bind,Rab2A wt mod,GSH bead fluor,Avidin bead fluor,Pf gamet viab,Rac1 wt modul,Rab7 wt GTP bind,HRas wt GTP,Cdc42 wt,ABCG2 block,ABCB1 block
C/C(N)=C(/C#N)C(=O)CSc1nnc(Nc2ccccc2)s1,94.0,92.0,14,10,3.8,99.0,97.0,94.0,92.0,3.4,0.0
CC(C)CN1CCN(Cc2cccn2-c2cccnc2)CC1CCO (stereo not drawn),97.0,99.0,12,11,15.4,98.0,102.0,100.0,97.0,0.8,0.7
Cn1c(SCC(=O)Nc2ccccc2)nnc1C(F)(F)F,94.0,95.0,7,29,2.8,95.0,98.0,93.0,97.0,7.5,0.7
CCOc1ccc2c(c1)sc(N)[n+]2Cc1cc(C)cc2cccnc12,97.0,98.0,12,12,3.4,103.0,94.0,97.0,102.0,0.6,0.2
O=C(Cc1ccccc1)Nc1ccc(C(=O)NCC2COc3ccccc3O2)cc1 (stereo not drawn),101.0,99.0,19,10,.,107.0,102.0,103.0,107.0,18.4,0.8
CCN(CC)S(=O)(=O)c1ccc(N2CCCC2)c(NS(=O)(=O)c2ccc(F)cc2)c1,98.0,96.0,11,15,.,101.0,96.0,97.0,99.0,31.1,5.7
CN(C)S(=O)(=O)c1ccc(Cl)c(NC(=O)COc2ccccc2[N+](=O)[O-])c1,99.0,96.0,6,0,-6.4,100.0,100.0,99.0,97.0,7.7,0.1
CC(=O)n1cc([C@H]2C=C(C(=O)N3CCN(Cc4ccccc4)CC3)O[C@@H](OCc3ccc(CO)cc3)C2)c2ccccc21,95.0,93.0,22,6,-20.4,96.0,97.0,94.0,94.0,12.8,14.8
Cc1ccc(-n2c(SCC(=O)Nc3cccc(S(=O)(=O)NC4=NCCCCC4)c3)nc3ccccc3c2=O)cc1C,98.0,99.0,11,10,-2.1,104.0,102.0,100.0,104.0,10.4,7.5
Cc1nn(Cc2c(F)c(F)c(F)c(F)c2F)c(C)c1NC(=O)c1cccc(COc2ccccc2Cl)c1,96.0,96.0,21,5,-34.1,97.0,94.0,98.0,97.0,7.2,0.8
O=C(Nc1ccc(N2CCOCC2)cc1)c1ccc(-c2ccccc2[N+](=O)[O-])o1,93.0,98.0,12,8,8.3,94.0,100.0,94.0,93.0,7.6,-0.4
Cc1ccc(C(=O)Nc2ncc(Cc3ccc(F)cc3)s2)o1,100.0,99.0,31,14,-36.8,105.0,100.0,101.0,102.0,10.5,0.5
O=C(N1CCOCC1)N1CCC(c2nc(-c3ccc(S(=O)(=O)N4CCOCC4)cc3)no2)CC1,101.0,102.0,24,17,.,102.0,96.0,103.0,103.0,3.1,0.9
O=S(=O)(c1ccc(Cl)cc1)N1CCN(S(=O)(=O)N2CCCCCC2)CC1,97.0,95.0,26,12,.,97.0,94.0,95.0,97.0,2.9,1.1
COc1cccc(C(=O)/C=C/c2ccc(OCC#N)c(OC)c2)c1,100.0,100.0,15,16,.,101.0,100.0,99.0,99.0,9.3,0.9
CC(C)(C)Nc1c(N)c(=O)oc2ccccc12,102.0,102.0,23,28,10.3,104.0,99.0,102.0,102.0,42.5,0.5
O=C(OC1CCOC1=O)c1cc(-c2ccccc2)nc2ccccc12 (stereo not drawn),100.0,97.0,5,9,-0.3,102.0,94.0,97.0,100.0,1.5,0.1
COc1ccc(Nc2nnc(SCC3CCCCO3)s2)cc1 (stereo not drawn),93.0,97.0,14,8,-21.3,95.0,102.0,96.0,92.0,8.4,1.3
Cc1n[nH]c(C)c1S(=O)(=O)N1CCN(c2ccccn2)CC1,101.0,99.0,13,34,-7.4,102.0,100.0,99.0,102.0,1.1,0.6
COc1ccc(CC(=O)NCC2(c3ccc(OC)c(OC)c3)CCOCC2)cc1,102.0,99.0,33,14,-33.8,105.0,100.0,101.0,100.0,32.7,1.5
O=C(O)/C=C/C(=O)Nc1ccccc1-c1ccccc1NC(=O)/C=C/C(=O)O,101.0,100.0,13,8,1.1,105.0,102.0,102.0,105.0,4.1,0.2
O=C(N/N=C/c1ccc(OCC(=O)N2CCCCC2)cc1)c1ccccc1,96.0,95.0,9,10,.,97.0,99.0,97.0,95.0,2.2,0.1
c1ccc(-c2noc(C34CC5CC(CC(C5)C3)C4)n2)cc1,102.0,99.0,6,8,.,103.0,100.0,99.0,102.0,1.4,0.1
O=C(Cc1ccccc1Cl)NNC(=O)Nc1ccccc1,100.0,101.0,15,10,3.0,104.0,98.0,100.0,101.0,4.3,0.3
COc1ccc(NS(=O)(=O)c2cc(NC(=O)c3cccc(OCc4c(C)noc4C)c3)ccc2OC)cc1,98.0,100.0,8,15,-11.4,100.0,102.0,102.0,100.0,-6.5,-1.2
SMILES,Rac1 act GTP bind,Rab2A wt mod,GSH bead fluor,Avidin bead fluor,Pf gamet viab,Rac1 wt modul,Rab7 wt GTP bind,HRas wt GTP,Cdc42 wt,ABCG2 block,ABCB1 block
Cc1c(Cl)cccc1NC(=O)CCN1CCCC(C)C1 (stereo not drawn),103.0,100.0,9,13,.,105.0,96.0,100.0,104.0,0.8,0.3
COc1ccc(NC(=O)c2ccc(NC(=O)COC(=O)CC(NC(=O)c3ccccc3Cl)c3ccccc3)cc2)cc1 (stereo not drawn),99.0,99.0,23,13,.,102.0,100.0,100.0,101.0,-14.2,-1.8
O=c1[nH]c2ccc(S(=O)(=O)N3CCN(c4ccccc4F)CC3)cc2s1,98.0,99.0,25,7,.,102.0,101.0,99.0,102.0,1.2,-0.2
Cc1ccc(-n2nnnc2SCC(=O)Nc2sc(C)c(C)c2C#N)cc1C,98.0,99.0,32,6,.,102.0,100.0,97.0,99.0,-0.5,-1.8
COc1ccc(NC(=O)CN2CCC(Cc3ccccc3)CC2)cc1S(=O)(=O)N1CCOCC1,100.0,100.0,10,5,-6.4,100.0,100.0,97.0,99.0,-0.8,1.5
CC1CC1C(=O)OCC(=O)Nc1ccc(N=Nc2ccccc2)cc1 (stereo not drawn),99.0,101.0,10,14,-22.1,102.0,104.0,100.0,99.0,6.4,1.4
CC(=O)Nn1cnc2c(c1=O)C1(CCCCC1)Cc1ccccc1-2,101.0,100.0,12,8,-4.3,103.0,97.0,101.0,101.0,-7.5,-4.8
COc1ccc(OC)c(NC(=O)Cn2cc(C=O)c3ccccc32)c1,93.0,93.0,16,9,-9.1,98.0,97.0,94.0,93.0,42.4,1.1
COc1cc2cc(C(c3nnnn3C(C)(C)C)N3CCc4ccccc4C3)c(=O)[nH]c2cc1OC (stereo not drawn),97.0,97.0,16,12,.,97.0,95.0,98.0,99.0,9.4,2.0
Cc1ccc(N2C(=O)C3C(C2=O)N2C(c4cccs4)C4C(=O)N(c5ccc(C)cc5)C(=O)C4N2C3c2cccs2)cc1 (stereo not drawn),98.0,97.0,17,19,13.5,104.0,99.0,98.0,102.0,0.3,0.9
O=C(CSc1ccc2nnc(-c3ccccn3)n2n1)N1CCN(c2ccccc2)CC1,100.0,100.0,21,6,.,102.0,99.0,99.0,101.0,2.5,1.1
Cc1ccc(S(=O)(=O)Oc2ccc(/C=C(/NC(=O)c3ccccc3)C(=O)NCCCC(=O)O)cc2)cc1,94.0,92.0,8,7,2.7,98.0,93.0,94.0,95.0,-0.7,0.2
CCOc1ccc(N2Cc3ncccc3C2=O)cc1,100.0,99.0,10,17,12.8,108.0,100.0,104.0,105.0,4.4,0.4
Cn1cccc1C(=O)NC(=O)COC(=O)Cc1coc2ccc3ccccc3c12,98.0,101.0,26,9,-13.9,100.0,102.0,100.0,101.0,9.5,0.8
CCOc1cccc(N2C(=O)CC(NCc3ccc(S(N)(=O)=O)cc3)C2=O)c1 (stereo not drawn),100.0,101.0,29,4,.,106.0,99.0,101.0,103.0,-2.5,-2.8
CCOC(=O)c1cc(-c2ccccc2)sc1NC(=O)CC,97.0,99.0,16,7,7.2,102.0,102.0,100.0,98.0,16.4,0.3
COC(=O)c1c(NC(=O)c2nc3ccccc3s2)sc2c1CCN(C(C)=O)C2,98.0,98.0,13,24,.,101.0,100.0,99.0,99.0,5.3,2.2
NC(=O)C[C@@H]1NC(=O)CNC(=O)c2cc([N+](=O)[O-])cc(I)c2NCCC(C(N)=O)NC1=O (stereo partly drawn),98.0,101.0,16,6,.,103.0,95.0,100.0,104.0,0.4,-0.3
CCN(CC)CCN1C2=C(C(=O)CC(C)(C)C2)C(c2cccc(F)c2)C2=C1CC(C)(C)CC2=O,100.0,103.0,10,14,-48.8,105.0,102.0,103.0,104.0,3.9,3.3
COc1ccc(N(C)S(=O)(=O)c2ccc(C)cc2)c([N+](=O)[O-])c1,97.0,97.0,16,9,-8.9,97.0,100.0,99.0,104.0,10.8,1.6
Cc1nnc(SCc2cc(=O)oc3cc(O)ccc23)n1Cc1ccccc1,101.0,100.0,7,2,.,102.0,103.0,102.0,101.0,-4.9,-0.6
NC(=O)c1ccccc1N/C=C/C(=O)c1ccco1,97.0,100.0,35,9,.,101.0,98.0,99.0,99.0,7.1,-0.2
COc1cc(C(C(=O)NC(C)(C)C)N(C(=O)CNC(=O)c2cccs2)c2ccccc2)cc(OC)c1OC (stereo not drawn),95.0,95.0,29,15,.,90.0,96.0,97.0,98.0,0.4,0.2
Cc1ccc(N(O)C(=O)OCCNC(=O)Nc2ccccc2)cc1,102.0,108.0,21,11,1.4,105.0,99.0,106.0,108.0,0.1,-0.2
CCCCCCc1nnc(NC(=O)OCC)s1,101.0,102.0,.,22,-12.3,100.0,101.0,100.0,101.0,5.4,0.3
SMILES,Rac1 act GTP bind,Rab2A wt mod,GSH bead fluor,Avidin bead fluor,Pf gamet viab,Rac1 wt modul,Rab7 wt GTP bind,HRas wt GTP,Cdc42 wt,ABCG2 block,ABCB1 block
O=C(c1ccco1)N1CCN(c2ccc(Cl)cc2)CC1,96.0,97.0,54,8,.,97.0,97.0,98.0,96.0,8.4,0.8
CCn1c(SCC(=O)Nc2nc(C)cs2)nnc1-c1ccco1,96.0,94.0,24,13,.,95.0,92.0,96.0,97.0,-0.9,-2.5
CC(=O)Nc1ccccc1C(=O)C(=O)Nc1ccc(F)cc1,103.0,104.0,14,8,-35.0,107.0,103.0,102.0,104.0,2.9,0.4
S=C(NCc1ccccc1Cl)Nc1ccccc1Cl,94.0,98.0,12,9,12.3,96.0,105.0,97.0,96.0,18.4,0.9
O=C(c1ccccc1)c1ccncc1,95.0,100.0,60,7,.,101.0,102.0,103.0,99.0,1.6,0.4
S=C(NCCc1ccccc1)NN=C1CCCCCC1,97.0,98.0,18,11,.,98.0,105.0,100.0,98.0,2.0,0.3

# Sorted by the number under ABCB1 block (rising): some entries from above.
Compound | ABCB1 block
S=C(NCCc1ccccc1)NN=C1CCCCCC1 | 0.3
O=C(c1ccccc1)c1ccncc1 | 0.4
O=C(c1ccco1)N1CCN(c2ccc(Cl)cc2)CC1 | 0.8

# Bioassay records (PubChem)
